# GRP78 ERSR act: ER stress response induction in glioma | U87-MG GRP78 promoter luciferase reporter, 16 h | Potency, µM, without a hit: top-dose activation, most hits filed as activators | actives 0.02% (n = 420,000) | AID 602332; note: potency is the fitted concentration of half-maximal effect; series mostly up to about 76 µM; % of control where 0% means no effect; nearly all actives have a fitted effect of over 35% in size
#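 Stably transfected U87-MG glioma cells carrying a GRP78-based luciferase sensor; 16 h compound incubation. Luminescence end-point read 10 min after Bright-Glo addition at room temperature.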
# Vif-A3G inh: inhibitors of Vif-APOBEC3G interaction. Q9HC16. HeLa A3G-eYFP + Vif (tagged APOBEC3G with the HIV-1 protein that degrades it), YFP fluorescence, overnight. Potency, µM (doses to about 46.1 µM), for the others: at the top dose activity, negative = active, most hits filed as inhibitors. actives 0.076% (n = 410,000). AID 602310;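 note: potency is the fitted concentration of half-maximal effect; % is set by controls: 0 for no effect and ±100 for the full control effect; nearly all actives have a fitted effect of over 60% in size; hits raise eYFP signal because A3G escapes Vif-driven loss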
#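 HeLa cells stably expressing Vif and C-terminally eYFP-tagged A3G, seeded overnight at 37 deg C, then exposed to compound by pintool overnight at 37 deg C. Rise in yellow fluorescence (Ex 488/Em 500-530, Acumen) marks blocked Vif-driven A3G degradation.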
# LDHA inh: inhibitors of human lactate dehydrogenase A; P00338; purified LDHA, NADH/diaphorase-resazurin fluorescence; hits give low values; activity change, % (values are at about 110 or 230 µM); actives 0.15% (n = 480,000); AID 1347041; in the data active = activity change below about -30%; inconclusive = mostly about -25% to -30%;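 note: plate controls were DMSO wells for no effect and wells without enzyme for full effect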
#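 LDH5 2 nM; NADH 0.06 mM, pyruvate 0.2 mM; 200 mM Tris pH 7.4, EDTA, Tween-20; 5 min RT. Detection: diaphorase 0.133 mg/mL + resazurin 37 µM, fluorescence ex540/em590 at 0 and 20 min; normalized to enzyme-free and DMSO wells.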
# TrxR1 inh: rat TrxR1 inhibition; O89049; recombinant rTrxR1, NADPH fluorescence consumption, selenite substrate; Potency, µM (doses to about 114 µM), without a hit: top-dose activity change, negative = inhibition, most hits filed as inhibitors; actives 1% (n = 390,000); AID 588453; note: potency is the fitted concentration of half-maximal effect; % is set by controls: 0 for no effect and ±100 for the full control effect; nearly all actives have a fitted effect of over 65% in size
# Target sequence (O89049 whole entry, looked up): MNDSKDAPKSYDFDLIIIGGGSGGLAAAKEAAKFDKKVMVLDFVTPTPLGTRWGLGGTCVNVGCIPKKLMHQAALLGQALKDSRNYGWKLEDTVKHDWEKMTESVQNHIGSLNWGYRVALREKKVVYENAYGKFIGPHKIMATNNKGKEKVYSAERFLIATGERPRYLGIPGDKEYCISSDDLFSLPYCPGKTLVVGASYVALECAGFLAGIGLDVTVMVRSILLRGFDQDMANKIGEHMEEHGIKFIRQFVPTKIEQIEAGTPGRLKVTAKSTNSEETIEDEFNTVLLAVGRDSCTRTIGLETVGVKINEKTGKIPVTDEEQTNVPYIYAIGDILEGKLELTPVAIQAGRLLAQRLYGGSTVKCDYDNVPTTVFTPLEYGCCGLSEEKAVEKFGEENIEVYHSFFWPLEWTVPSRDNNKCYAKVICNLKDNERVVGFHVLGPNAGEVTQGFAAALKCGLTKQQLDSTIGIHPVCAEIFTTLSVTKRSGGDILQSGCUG
#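 Rat TrxR1 (90 nM in the dispensed reagent) was pre-reduced with 400 uM NADPH for 5 min at room temperature, then incubated with compound for 15 min. After 400 uM selenite was added, NADPH fluorescence (Ex 340/Em 450 nm) was followed for 8 min.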
# IDH1 R132H inh: inhibitors of human mutant IDH1 R132H; O75874; AID 602179; actives 0.093% (n = 390,000); IDH1-R132H enzyme, NADPH consumption, diaphorase/resazurin fluorescence; Potency, µM (top dose mostly 76.6 µM), for the others: at the top dose activity change, negative = inhibition, most hits filed as inhibitors; note: potency is the fitted concentration of half-maximal effect; % is set by controls: 0 for no effect and ±100 for the full control effect; nearly all actives have a fitted effect of over 65% in size
#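 IDH1-R132H (0.5 ug/mL) preincubated 30 min with compound, then NADPH (0.016 mM) and alpha-KG (2 mM) added; 80 min at RT, pH 7.5. Remaining NADPH coupled via diaphorase/resazurin to fluorescence (540/590 nm); concentration-response curves normalized to no-enzyme control.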
# Vif-APOBEC3F blk: Vif-A3F binding inhibition; Potency, µM (top dose mostly 46.1 µM), without a hit: top-dose activity, negative = active; actives 0.2% (n = 390,000); AID 602313; HeLa A3F-eYFP + Vif (tagged APOBEC3F with the HIV-1 protein that degrades it), YFP fluorescence increase; note: potency is the fitted concentration of half-maximal effect; % of control where 0% means no effect; nearly all actives have a fitted effect of over 65% in size
#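 HeLa cells stably expressing A3F-eYFP plus Vif, plated and incubated overnight at 37 deg C, then exposed to compounds overnight at 37 deg C. Blocked degradation read as raised yellow fluorescence (Ex 488/Em 500-530).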
# RGS4 inh: blocks human RGS4-accelerated GTP hydrolysis; AID 504845; Potency, µM (doses to about 114 µM), without a hit: at the top dose activity change, negative = inhibition, actives largely listed as inhibitors; P49798; actives 0.039% (n = 390,000); Transcreener GDP fluorescence polarization, RGS4-accelerated GTP hydrolysis; note: potency is the fitted concentration of half-maximal effect; % is set by controls: 0 for no effect and ±100 for the full control effect; nearly all actives have a fitted effect of over 75% in size; some results filed as inactive show a strong effect at the top dose
# Target sequence (P49798 whole entry, looked up): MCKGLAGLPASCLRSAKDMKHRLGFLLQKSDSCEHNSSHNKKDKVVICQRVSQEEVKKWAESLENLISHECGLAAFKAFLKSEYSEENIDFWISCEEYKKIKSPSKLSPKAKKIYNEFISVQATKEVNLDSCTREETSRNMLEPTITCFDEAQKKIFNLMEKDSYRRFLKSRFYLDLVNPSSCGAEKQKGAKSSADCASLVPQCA
#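 MLSMR compounds (23 nl, pin-transferred) preincubated 10 min at room temperature with a 500nM (2x) first reagent, then RGS4 at 900nM (2x) plus Transcreener GDP mix added; fluorescence polarization (620/688 nm) read before and after 90 min at 30 °C.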
# USP1 inh: USP1/UAF1 (human) deubiquitinase inhibition | actives 0.23% (n = 390,000) | Potency, µM (highest dose often 57.1 µM), for the others: at the highest dose activity change, negative = inhibition, most hits filed as inhibitors | AID 743255 | recombinant USP1/UAF1, Ub-Rhodamine cleavage fluorescence | O94782; note: potency is the fitted concentration of half-maximal effect; % is set by controls: 0 for no effect and ±100 for the full control effect; nearly all actives have a fitted effect of over 60% in size; inactives centre near -12
#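 High-throughput fluorogenic screen: 1nM USP1/UAF1 complex, Ub-Rho substrate 150nM final, 50mM HEPES pH 7.8 with 0.5mM EDTA, 0.1 mg/ml BSA, 1mM TCEP and 0.01% Tween-20.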
# TrxR1 substrate: is turned over as a substrate by rat TrxR1. AID 588456. purified TrxR1 substrate turnover, NADPH consumption readout. Potency, µM (series often up to 114 µM), for inactives: top-dose activity change, negative = substrate turnover. actives 0.01% (n = 390,000); note: potency is the fitted concentration of half-maximal effect; % is set by controls: 0 for no effect and ±100 for the full control effect; nearly all actives have a fitted effect of over 50% in size
#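 Rat TrxR1, dispensed at 90 nM, was prereduced with 400 uM NADPH (final) for 5 min at ~22 deg C, then incubated with compound 15 min before 400 uM selenite. A first-read NADPH fluorescence drop versus no-compound background flagged substrates.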
# Active calls of the source: *; ? = inconclusive; . = no result given; & = joins results of further samples; [ ] = another dose, or the depositor's remark. Unless noted, calls come from the whole dose curve; as a rule, active = well fitted curve in the direction sought with a large enough effect; inconclusive = small, poorly fitted or top-dose-only effect, or another doubt; inactive = no such curve, though single readings can be large; an effect the other way counts as inactive or inconclusive.
Compound	GRP78 ERSR act	Vif-A3G inh	LDHA inh	TrxR1 inh	IDH1 R132H inh	Vif-APOBEC3F blk	RGS4 inh	USP1 inh	TrxR1 substrate
CN(CC(=O)N1CCN(c2ccccc2)CC1)S(=O)(=O)c1cccs1	7%	1%	-5	-5%	-2%	5%	2%	-18%	-4%
COc1ccccc1C(c1c(O)nc(SC)[nH]c1=O)c1c(O)nc(SC)[nH]c1=O	-6%	1%	-4	-75%	-4%	11%	?	?	5%[11.4 µM]
CCOC(=O)CNC(c1ccccc1)c1cc(Br)ccc1NC(=O)CCN1CCOCC1 (stereo not drawn)	-2%	-22%	-15	?	7%	1%	?	-21%	10%
CCn1nc(C(=O)Nc2nc3ccccc3[nH]2)c2ccccc2c1=O	-4%	2%	0&-3	4%	4%	6%	-5%	-10%	1%
c1ccc2c(c1)nnn2-c1ncnc2sccc12	2%	2%	-3	2%[57.1 µM]	3%	-9%	-11%	-2%	5%
CCN(CC(=O)Nc1cc(Cl)ccc1C)C(=O)c1cc([N+](=O)[O-])ccc1N1CCOCC1	-3%	1%	2	-6%	10%	-15%	-14%	-16%	-12%
COc1ccc(C(=O)C(C)OC(=O)c2nc3nccc(C)n3n2)cc1 (stereo not drawn)	-2%	3%	-4	-15%	-11%	-1%	2%	-8%	-9%
Cc1ccc(OCCNC(=O)CNC(=O)c2ccc(Cl)c([N+](=O)[O-])c2)cc1	-2%	2%	-6	12%	4%	-1%	7%	-23%	0%
CCSc1ncc(Cl)c(C(=O)Nc2ccccc2OC)n1	4%	1%	-9	23%	-6%	-2%	18%	-16%	4%
COc1ccc(OCCn2ccnc2C)cc1	-4%	4%	-20	-17%[57.1 µM]	6%	-13%	-5%	-16%	-5%[57.1 µM]
CCn1ncc([C@@H]2C[C@H]3CN(Cc4ccccc4C)C(=O)[C@]34CCCN24)c1C	-4%	-3%	-2	3%	-6%	0%	-10%	-23%	3%
Cc1cc(C)c(-n2c(SCCS(=O)(=O)c3ccc(F)cc3)n[nH]c2=O)c(C)c1	-6%	-29%	-15	15%	3%	-5%	37%	-20%	-1%
CCOc1cc(C(=O)Nc2cc(C)ccn2)cc(OCC)c1OCC	-3%	0%	0	-13%	9%	-2%	-13%	-13%	-8%
CCOc1cc(C(=O)Nc2cc(C)ccc2C)ccc1OCC(=O)N1CCCCC1	-2%	1%	-4	9%	1%	9%	21%	-5%	-2%
COc1ccc(NC(=O)c2oc3ccccc3c2NC(=O)COc2ccc(F)cc2)c(OC)c1	-4%	5%	-2	15%	-3%	1%	22%	?	1%

# Part of the list above, with values under each structure.
# Screens in order: GRP78 ERSR act | Vif-A3G inh | LDHA inh | TrxR1 inh | IDH1 R132H inh | Vif-APOBEC3F blk | RGS4 inh | USP1 inh | TrxR1 substrate
- Cc1ccc(OCCNC(=O)CNC(=O)c2ccc(Cl)c([N+](=O)[O-])c2)cc1
  -2% | 2% | -6 | 12% | 4% | -1% | 7% | -23% | 0%
- CCSc1ncc(Cl)c(C(=O)Nc2ccccc2OC)n1
  4% | 1% | -9 | 23% | -6% | -2% | 18% | -16% | 4%
- COc1ccc(OCCn2ccnc2C)cc1
  -4% | 4% | -20 | -17%[57.1 µM] | 6% | -13% | -5% | -16% | -5%[57.1 µM]
- CCn1ncc([C@@H]2C[C@H]3CN(Cc4ccccc4C)C(=O)[C@]34CCCN24)c1C
  -4% | -3% | -2 | 3% | -6% | 0% | -10% | -23% | 3%
- Cc1cc(C)c(-n2c(SCCS(=O)(=O)c3ccc(F)cc3)n[nH]c2=O)c(C)c1
  -6% | -29% | -15 | 15% | 3% | -5% | 37% | -20% | -1%
- CCOc1cc(C(=O)Nc2cc(C)ccn2)cc(OCC)c1OCC
  -3% | 0% | 0 | -13% | 9% | -2% | -13% | -13% | -8%
- CCOc1cc(C(=O)Nc2cc(C)ccc2C)ccc1OCC(=O)N1CCCCC1
  -2% | 1% | -4 | 9% | 1% | 9% | 21% | -5% | -2%
- COc1ccc(NC(=O)c2oc3ccccc3c2NC(=O)COc2ccc(F)cc2)c(OC)c1
  -4% | 5% | -2 | 15% | -3% | 1% | 22% | ? | 1%

# Next section
Compound	GRP78 ERSR act	Vif-A3G inh	LDHA inh	TrxR1 inh	IDH1 R132H inh	Vif-APOBEC3F blk	RGS4 inh	USP1 inh	TrxR1 substrate
Cc1ccc(C)c2[nH]c(=O)c(C(c3nnnn3C(C)(C)C)N3CC=C(c4ccc(F)cc4)CC3)cc12 (stereo not drawn)	-2%	?	-8	71µM*	7%	-12%	28%	-14%	11%[0.457 µM]
CC1CCOC2(O1)C(=O)Nc1ccccc12 (stereo not drawn)	0%	0%	5	0%	7%	9%	5%	-15%	-2%
CC(=O)N1c2ccc(S(=O)(=O)N3CCC(C(=O)Nc4ccccn4)CC3)cc2CC1C (stereo not drawn)	3%	-1%	-5	19%	-5%	6%	18%	-28%	5%
O=C(CNc1cccc2ccccc12)N/N=C/c1ccc[nH]1	-3%	-1%	0	6%	-2%	12%	-3%	-14%	3%
COc1ccc(C(=O)NC(C)CCc2ccccc2)c(O)c1 (stereo not drawn)	?	1%	-2	13%	2%	15%	7%	-24%	0%
COc1cc(-c2nnn(Cc3ccccc3C)n2)cc(OC)c1OC	-1%	-5%	-8	16%	3%	-11%	12%	-6%	-5%
CNC(=O)CSc1nnc(CCc2ccccc2)n1-c1ccccc1	-5%	0%	-2	10%	7%	-3%	0%	-11%	11%
CCc1cccc(C)c1NC(=O)Cn1ncc2c3ccccc3n(Cc3ccccc3)c2c1=O	-2%	-2%	-7	2%	-11%	4%	-6%	-10%	9%
CCOc1ccc(S(=O)(=O)n2cc(F)c(=O)[nH]c2=O)cc1[N+](=O)[O-]	-4%	7%	0	10%	-1%	11%	13%	-16%	-1%
CCc1nc(N)c(C#N)c(-c2cccc3ccccc23)c1C	-5%	0%	-4	3%	-3%	-22%	14%	-16%	1%
CCN(CC)S(=O)(=O)c1cccc(C(=O)Nc2ccccc2C(=O)N2CCOCC2)c1	-2%	-2%	-7	9%	2%	-2%	-3%	-19%	5%
CCOc1ccc(CNc2ccc(CNc3ncn[nH]3)cc2)cc1	3%	3%	2	5%	7%	3%	-15%	-20%	-4%
COc1ccc2[nH]c3c(c2c1)CCN(C(=O)c1cccc(Cl)c1)C3c1ccc(F)cc1 (stereo not drawn)	-2%	-3%	-5	3%	0%	0%	7%	-16%	-4%
COc1cccc(C2/C(=C(/O)c3ccccc3)C(=O)C(=O)N2Cc2ccco2)c1 (stereo not drawn)	-2%	-2%	-8	-9%[11.4 µM]	7%	17%	-2%	-13%	-5%
Cc1cc(Oc2ccc3ccccc3c2)nc(SCC(=O)c2ccccc2)n1	-6%	0%	-2	-10%	2%	-3%	-12%	-16%	-8%
COc1ccc(CC(=O)Nc2ccccc2C(C)=O)cc1S(=O)(=O)N1CCOCC1	-3%	1%	-5	-2%	-3%	3%	-6%	-3%	7%
O=C(Cc1ccc(Cl)cc1)N1CCOCC1	-4%	1%	-6	12%	5%	0%	-26%	-19%	-6%[57.1 µM]
CCc1cccc(-n2c(SCC(=O)c3c(N)n(C4CC4)c(=O)[nH]c3=O)nnc2N2CCOCC2)c1	-4%	3%	-3	6%	1%	-17%	-37%	-7%	3%
COc1ccc(C2=CCCCCC2)c(OC)c1OC	1%	-3%	1	11%[57.1 µM]	-5%	1%	-2%	-3%	8%[57.1 µM]
CCOc1ccc2oc(C(=O)NCc3nc4ccccc4[nH]3)c(C)c2c1	-2%	0%	3	27%	1%	-22%	-10%	-11%	29%
COC(=O)c1cccc(S(=O)(=O)N(Cc2ccco2)Cc2cc3cc(OC)c(OC)cc3[nH]c2=O)c1	-5%	2%	3	-31%	-2%	-3%	-4%	-19%	9%
COc1ccc(-n2nc3c(c2NC(=O)C2CC2)CS(=O)C3)cc1 (stereo not drawn)	-1%	0%	-8	14%	-5%	.	17%	-9%	8%
O=c1cc(N2CCCC2)[nH]c(=O)n1-c1ccc(Cl)cc1	-3%	-1%	-5	-9%	1%	5%	2%	-21%	-3%
O=C(c1ccccc1)N1N=C(c2ccccc2O)CC1c1ccccc1 (stereo not drawn)	-4%	3%	-3	26%[57.1 µM]	0%	8%	-12%	-9%	8%[57.1 µM]
Cc1c(CCOC(=O)C2C3CC4CC(C3)CC2C4)sc[n+]1CC(=O)c1ccc(Br)cc1 (stereo not drawn)	-14%&-4%	0%&-4%	-1&0	3%[57.1 µM]	1%&-3%	-27%&6%	1%&-18%	-19%&-21%	-11%[57.1 µM]

# Screens from PubChem BioAssay.

# These rows are one share of the data, so the mix of outcomes need not match the whole.
